# Screens as filed in PubChem.
# IDE cell activ: IDE (human) activation, cell-based; activation, % at 5.96 µM; HEK cells, FAbeta-B cleavage, fluorescence polarization; 0% vehicle, 100% cell-free pure enzyme wells; AID 493087; P14735; hit rate 0.073% among 340,000;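 active = activation above the mean of all tested compounds plus 3 SD, set per screening campaign, cut at about 17% in these data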
# Target sequence (P14735 whole entry, looked up): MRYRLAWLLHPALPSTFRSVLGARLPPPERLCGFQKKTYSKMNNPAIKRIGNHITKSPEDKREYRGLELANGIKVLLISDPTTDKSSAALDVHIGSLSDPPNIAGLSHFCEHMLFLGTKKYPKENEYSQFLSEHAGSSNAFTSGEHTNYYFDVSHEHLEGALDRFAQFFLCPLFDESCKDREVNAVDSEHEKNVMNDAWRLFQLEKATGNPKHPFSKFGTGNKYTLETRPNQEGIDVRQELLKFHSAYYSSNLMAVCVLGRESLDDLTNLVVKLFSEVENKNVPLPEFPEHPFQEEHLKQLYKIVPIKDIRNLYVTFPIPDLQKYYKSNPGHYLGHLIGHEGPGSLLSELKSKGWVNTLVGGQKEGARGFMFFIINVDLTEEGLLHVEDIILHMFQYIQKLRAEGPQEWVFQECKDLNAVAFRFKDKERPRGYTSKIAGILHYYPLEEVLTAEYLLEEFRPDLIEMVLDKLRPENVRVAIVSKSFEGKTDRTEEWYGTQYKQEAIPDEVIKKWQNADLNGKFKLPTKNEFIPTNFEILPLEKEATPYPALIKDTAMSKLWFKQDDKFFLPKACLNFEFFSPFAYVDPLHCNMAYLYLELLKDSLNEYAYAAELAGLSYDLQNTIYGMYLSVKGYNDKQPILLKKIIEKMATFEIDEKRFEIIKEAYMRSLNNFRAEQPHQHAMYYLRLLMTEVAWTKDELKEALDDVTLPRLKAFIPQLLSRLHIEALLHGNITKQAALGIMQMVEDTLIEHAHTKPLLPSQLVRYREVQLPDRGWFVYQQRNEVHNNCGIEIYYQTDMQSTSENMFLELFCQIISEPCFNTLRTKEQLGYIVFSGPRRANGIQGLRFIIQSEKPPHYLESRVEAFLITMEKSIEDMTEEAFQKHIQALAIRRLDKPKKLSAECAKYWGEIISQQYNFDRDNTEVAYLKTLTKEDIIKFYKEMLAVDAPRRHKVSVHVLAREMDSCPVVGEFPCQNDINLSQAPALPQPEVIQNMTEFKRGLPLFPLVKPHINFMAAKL
# IDE inh: inhibitors of human insulin-degrading enzyme in cells; P14735; HEK cells, FAbetaB cleavage, fluorescence polarization; inhibition, % at 5.59 µM; hit rate 0.41% among 320,000;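 active = percent inhibition above the average of all tested compounds plus 3 SD, set per screening campaign, cut at about 16% in these data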;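 note: IDE supplied by intact live HEK cells; FP after avidin binding of uncleaved biotin substrate so inhibition keeps polarization high; 0% = DMSO wells and 100% = 60 µM reference IDE inhibitor Ii1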
# Active calls of the source: *. The list is partial (hit frequency here may not be typical).
SMILES,IDE cell activ,IDE inh
CCC1(c2ccccc2)NC(=O)N(CC(=O)Nc2cc(S(=O)(=O)N3CCCCC3)ccc2OC(C)C)C1=O (stereo not given),-2,8
CCN1CCN(c2ccc(S(=O)(=O)N3CCCCC3)cc2NC(=O)c2cccc(C(F)(F)F)c2)CC1,2,-1
C[C@H](CO)N1C[C@H](C)[C@@H](CN(C)Cc2ccc(C(=O)O)cc2)Oc2c(NS(=O)(=O)c3ccccc3)cccc2C1=O,1,1
CCOc1ncccc1C(=O)OCC(=O)N1CCC(C)CC1,2,1
CCn1c(C)nc2cc(C(=O)NNC(=O)c3ccc(C)cc3)ccc21,-4,-2
COCC(C)n1c(C)cc(C(=O)COC(=O)c2cc(=O)[nH]c3ccccc23)c1C (stereo not given),2,9
Cc1onc(-c2ccccc2)c1C(=O)NCCSCc1ccco1,1,-1
Cn1cncc1C#Cc1c(-c2ccsc2)sc2ccccc12,4,2
CCNC(=O)C(=O)NCC1CCCN1S(=O)(=O)c1cccs1 (stereo not given),2,-1
CCC[C@@H](CN1CCC[C@H]1CN1C(N)=NC[C@@H]1Cc1ccccc1)N1C[C@@H]([C@H](C)CC)N(CCCC2CCCC2)C1=N,13,2
O=S(=O)(Nc1ccc(Nc2ccccc2)cc1)c1ccc(F)cc1,3,0
Cc1ccc(/C=N/NC(=O)c2ccc(-n3cnnn3)cc2)cc1,-2,2
Cc1ccc(Sc2ccc(S(=O)(=O)Nc3ccc(CC(=O)O)cc3)cc2)cc1C,-6,2
C[C@@H]1CN([C@H](C)CO)C(=O)c2cc(NS(=O)(=O)c3cccs3)ccc2O[C@H]1CN(C)Cc1ccccc1,8,1
COc1ccc(OC)c(NC(=O)Cc2csc(NC(=O)Nc3ccccc3OC)n2)c1,4,0
O=C(CNC(=O)c1ccccc1)OCC(=O)c1c[nH]c2ccccc12,-1,3
Cc1ccc(NC2=CC(=O)C(=O)c3ccccc32)c(C)c1,6,-3
COc1ccc(C2(C)NC(=O)N(CC(=O)NC3CCCC3)C2=O)cc1OC (stereo not given),3,-1
C=CCNC(=O)C1CC2c3ccccc3C1c1ccccc12 (stereo not given),4,6
CCOc1ccc(NS(=O)(=O)c2cc(C(=O)NCCN3CCOCC3)ccc2C)cc1,2,6
CC(C)COc1ccc(C(=O)Nc2cc(S(=O)(=O)N3CCOCC3)ccc2N2CCCC2)cc1,5,-5
Cc1ccc2nc(CSc3nc(C)nc4c3oc3ccccc34)[nH]c2c1,-6,6
Cc1ccc(S(=O)(=O)N2CCN(C(=O)CN3C(=O)NC4(CCCCC4)C3=O)CC2)c(C)c1,0,-1
COc1ccc(NC(=O)c2cc(-c3ccncc3)nc3ccccc23)c(OC)c1,-1,7
COc1ccc(-c2sc3cc(OC)c(OC)cc3c2C#CCCO)cc1,-2,1
CC(=O)c1cccc(NC(=O)C(C)OC(=O)CCn2c(C)csc2=O)c1 (stereo not given),6,-3
CC(C)C[C@H]1CN=C(Nc2ccccc2)N1CC1CCC(C(C)(C)C)CC1 (stereo not given in full),8,0
O=C(COc1ccc([N+](=O)[O-])cc1)Nc1cc(S(=O)(=O)N2CCCCC2)ccc1N1CCCCC1,2,-3
O=C(NCC(c1cccs1)N1CCOCC1)c1cnc(Cl)c(Cl)c1 (stereo not given),4,0
NC(=O)/C(=C\c1ccco1)NC(=O)c1ccc(Br)o1,-1,8
CC(C)[C@H](NS(=O)(=O)c1ccccc1F)C(=O)OCC(=O)Nc1cccc(S(N)(=O)=O)c1,2,4
C#CCOCCOCCOCCNc1nc(N2CCN(C(=O)CCCCCCCCCCNC(=O)[C@@H](CCSC)n3cc(CCO)nn3)CC2)nc(N2CCN(C(=O)CCCCCCCCCCNC(=O)[C@H](CCSC)n3cc(CCO)nn3)CC2)n1,5,8
CC1(C)NC(=O)N(CC(=O)N2CCCC(C(F)(F)F)C2)C1=O (stereo not given),2,0
O=C(O)c1ccc2c(c1)S(=O)(=O)c1cc(Cl)ccc1C2=O,1,3
Cc1cccc(N(Cc2ccccc2)C(=O)Cc2ccc(S(=O)(=O)N3CCOCC3)s2)c1,1,-1
CCn1c(SCC(=O)NC2(C#N)CCCCC2)nc2ccccc2c1=O,3,-1
O=C(NC(=O)c1cc([N+](=O)[O-])ccc1Cl)C1=C(N2CCCC2)COC1=O,8,4
C=CCn1c(SCC(=O)NC2CCCC2)nc2sc(C)cc2c1=O,-4,1
COc1ccc(OCC(=O)NNC(=O)C(=O)Nc2ccccc2)cc1,4,-3
CC1CC(C)CN(S(=O)(=O)c2ccc(NC(=O)c3ccc(=O)[nH]c3)cc2)C1 (stereo not given),-3,-1

# In another format: results already given.
Molecule | IDE cell activ | IDE inh
COc1ccc(NC(=O)c2cc(-c3ccncc3)nc3ccccc23)c(OC)c1 | -1 | 7
COc1ccc(-c2sc3cc(OC)c(OC)cc3c2C#CCCO)cc1 | -2 | 1
CC(=O)c1cccc(NC(=O)C(C)OC(=O)CCn2c(C)csc2=O)c1 (stereo not given) | 6 | -3
CC(C)C[C@H]1CN=C(Nc2ccccc2)N1CC1CCC(C(C)(C)C)CC1 (stereo not given in full) | 8 | 0
O=C(COc1ccc([N+](=O)[O-])cc1)Nc1cc(S(=O)(=O)N2CCCCC2)ccc1N1CCCCC1 | 2 | -3
O=C(NCC(c1cccs1)N1CCOCC1)c1cnc(Cl)c(Cl)c1 (stereo not given) | 4 | 0
NC(=O)/C(=C\c1ccco1)NC(=O)c1ccc(Br)o1 | -1 | 8
CC(C)[C@H](NS(=O)(=O)c1ccccc1F)C(=O)OCC(=O)Nc1cccc(S(N)(=O)=O)c1 | 2 | 4
C#CCOCCOCCOCCNc1nc(N2CCN(C(=O)CCCCCCCCCCNC(=O)[C@@H](CCSC)n3cc(CCO)nn3)CC2)nc(N2CCN(C(=O)CCCCCCCCCCNC(=O)[C@H](CCSC)n3cc(CCO)nn3)CC2)n1 | 5 | 8
CC1(C)NC(=O)N(CC(=O)N2CCCC(C(F)(F)F)C2)C1=O (stereo not given) | 2 | 0
O=C(O)c1ccc2c(c1)S(=O)(=O)c1cc(Cl)ccc1C2=O | 1 | 3
Cc1cccc(N(Cc2ccccc2)C(=O)Cc2ccc(S(=O)(=O)N3CCOCC3)s2)c1 | 1 | -1
CCn1c(SCC(=O)NC2(C#N)CCCCC2)nc2ccccc2c1=O | 3 | -1
O=C(NC(=O)c1cc([N+](=O)[O-])ccc1Cl)C1=C(N2CCCC2)COC1=O | 8 | 4

# Continuation.
SMILES,IDE cell activ,IDE inh
CCSc1nnc(NC(=O)C2CCN(C(=O)c3ccc(F)cc3)CC2)s1,3,0
c1ccc(-c2sc3ccccc3c2-c2ccc(OCCN3CCCCC3)cc2)cc1,-6,2
C[C@H](CO)N1C[C@H](C)[C@@H](CN(C)S(=O)(=O)c2cccs2)Oc2c(NS(=O)(=O)c3ccc(F)cc3)cccc2C1=O,4,-2
CC1CC(C)CN(C(=O)c2ccc(Br)c(S(=O)(=O)N3CCOCC3)c2)C1 (stereo not given),5,0
COc1cc(S(=O)(=O)Nc2c(C)nn(C)c2C)ccc1NC(C)=O,1,2
COc1cccc(NC(=O)CSc2nnc(-c3cccnc3)o2)c1,4,3
CCN1C(=O)N[C@@H](c2cccc(F)c2)C(C(C)=O)=C1C,3,2
CCN(CC(=O)Nc1c(F)cccc1F)C(=O)CN(C)S(=O)(=O)c1ccc(F)cc1,-4,-1
CC(=O)Nc1ccc(C=NNc2ccc(S(=O)(=O)Nc3ccccc3C(=O)O)cc2[N+](=O)[O-])cc1,7,1
COc1ccc(COC(=O)C2CCN(S(=O)(=O)c3cccs3)CC2)cc1,-1,-4
C[C@H]1CN([C@@H](C)CO)C(=O)Cc2cc(NC(=O)C3CC3)ccc2O[C@H]1CN(C)Cc1ccc(C(=O)O)cc1,-1,2
CCSc1nnc(NC(=O)CN2C(=O)NC3(CCCC3)C2=O)s1,4,9
CC(=O)c1ccccc1NC(=O)COC(=O)/C=C/c1cccs1,-1,1
COc1ccc(S(=O)(=O)N(C)C[C@@H]2Oc3ccc(NS(C)(=O)=O)cc3C(=O)N([C@@H](C)CO)C[C@H]2C)cc1,4,-1
CC(C)(C)[C@H]1COC(=O)CCCC/C=C\C[C@H](CC(=O)NCCO)C(=O)N1,9,-2
Cc1ccc(NC(=O)NC2CC(=O)N(c3ccc4c(c3)OCCO4)C2)cc1 (stereo not given),1,-2
Cc1ccc2c(c1)NC(=O)[C@@]1(C)[C@@H](c3ccccc3)[C@H]3COc4ccc(Cl)cc4[C@@H]3N1C2=O,1,-1
N#CCCN(C(=O)COC(=O)C1CCN(c2ccc(C(F)(F)F)cn2)CC1)c1ccc(F)cc1,-1,0
Cc1nc2ccccc2c(=O)n1-c1ccc(NS(=O)(=O)c2cc(F)ccc2F)cc1,2,3
C[C@H]1CN([C@@H](C)CO)C(=O)c2cccc(NC(=O)Nc3ccc(C(F)(F)F)cc3)c2O[C@@H]1CN(C)C(=O)Nc1ccc(F)cc1,-1,8
O=C(COc1coc(CN2CCc3ccccc3C2)cc1=O)Nc1ccc(F)cc1,6,7
COc1ccc(CCNC(=O)c2ccccc2C(=O)NCCc2ccc(OC)cc2)cc1,5,9
Cc1ccc(NS(=O)(=O)c2ccc(C(=O)N3CCC3)cc2)cc1,-1,0
C[C@H](CO)N1C[C@H](C)[C@@H](CN(C)S(=O)(=O)c2ccc(F)cc2)Oc2c(NC(=O)Nc3ccccc3)cccc2C1=O,3,5
COc1ccc(CC(=O)N(C)CC(=O)Nc2ccc(F)cc2)cc1S(=O)(=O)N1CCOCC1,-3,1
CN(C)C(CNC(=O)c1ccc(S(=O)(=O)Nc2ccccc2F)cc1)c1ccco1 (stereo not given),3,0
CC(C)CC1Nc2ncnc(N3CCOCC3)c2N(Cc2ccc(Cl)cc2)C1=O (stereo not given),3,-4
O=C(CN1C(=O)NC2(CCCC2)C1=O)NNC(=O)c1ccc(F)cc1,-2,10
Cc1ccc(N2CC(C(=O)Nc3ccccc3OC(F)F)CC2=O)cc1 (stereo not given),5,-5
Cc1ccc(C)c(NC(=O)COc2coc(CN3CCc4ccccc4C3)cc2=O)c1,3,1
CC(=O)NC(CC(=O)OCC(=O)c1cc(C)ccc1C)c1ccccc1 (stereo not given),4,8
CN(CC(=O)Nc1ccccc1Cl)C(=O)COC(=O)CSc1ccc(Cl)cc1,3,1
CC(C)CCN1C(N(C)C)=NC[C@@H]1C,-1,-2
O=S(=O)(Nc1cccc(Cl)c1)c1cccc(-n2cnnn2)c1,0,0
Cc1ccc(CC(=O)OCC(=O)c2ccc[nH]2)cc1C,3,1
Cc1cccc(N2C(=O)N3[C@H]4c5ccccc5OC[C@@H]4[C@@H](c4ccccc4)[C@@]3(C)C2=O)c1,6,1
Cc1onc(-c2c(F)cccc2Cl)c1C(=O)OCC(=O)N1C(C)CCCC1C (stereo not given),5,6
CC(=O)Nc1sc2c(c1-c1nc3ccccc3s1)CN(C(C)C)CC2,-10,30*
CCOc1ccc(C(=O)COC(=O)C2COc3ccccc3O2)cc1 (stereo not given),7,1
O=c1cc(-c2ccc(O)c(O)c2)oc2c1ccc1ccccc12,-4,8
C[C@H](CO)N1C[C@H](C)[C@@H](CN(C)CC2CCCCC2)Oc2c(NC(=O)CCC(F)(F)F)cccc2C1=O,0,3
C[C@@H]1COC(=O)[C@@H](CC(=O)OC(C)(C)C)C/C=C\C[C@@H](CC(=O)N[C@H](CO)Cc2ccccc2)C(=O)N1,0,2
NC(=O)c1ccsc1NC(=O)COC(=O)Cc1n[nH]c(=O)c2ccccc12,-4,3
C=CCNC(=O)c1ccc(NC(=O)CC2SC(N3CCCC3)=NC2=O)cc1 (stereo not given),4,2
CC(C)C(NC(=O)c1c(F)cccc1F)C(=O)N1CCN(S(=O)(=O)/C=C/c2ccccc2)CC1 (stereo not given),-6,3
CC(=O)n1cc([C@H]2C=C(C(=O)N3CCOCC3)O[C@@H](OCCCCO)C2)c2ccccc21,2,-1
CC(=O)Nc1ccc(S(=O)(=O)NCCC(=O)N2CCN(C(c3ccccc3)c3ccccc3)CC2)cc1,4,3
Cc1ncc(S(=O)(=O)c2ccc(Cl)cc2)c(N)n1,2,-8
O=C(CCN=C1NS(=O)(=O)c2ccccc21)OCC(=O)c1ccc(F)c(F)c1,4,8
CCOC(=O)c1c(C)[nH]c(C(=O)COC(=O)CNS(=O)(=O)c2ccc(C)cc2)c1C,-3,-1
# The listing continues.
SMILES,IDE cell activ,IDE inh
CC1CC1C(=O)N(C)CC(=O)Nc1cccc(F)c1 (stereo not given),-1,3
Oc1cc(Nc2ccccc2)cc2cccnc12,-1,-3
COc1cc(/C=C/C(=O)OCC(=O)c2ccccc2)cc(OC)c1OC,-1,-2
Cc1ccc(C)c(OCc2ccc(C(=O)Nc3ccc([N+](=O)[O-])cn3)o2)c1,-1,-2
CC(=O)c1ccc(NC(=O)CN2c3cccc4cccc(c34)S2(=O)=O)cc1,0,3
COc1ccc(S(=O)(=O)N2CCCCCC2)cc1C(=O)NCc1cccs1,3,5
O=C(COC(=O)c1ccc(O)cc1O)Nc1ccc2ccccc2c1,2,-4
Cc1cccc(OCC(=O)OCC(=O)N(CC(C)C)c2c(N)n(Cc3ccccc3)c(=O)[nH]c2=O)c1C,-5,2
COc1c(N2C[C@@H]3CCCN[C@@H]3C2)c(F)cc2c(=O)c(C(=O)O)cn(C3CC3)c12,5,1
COc1ccc(C(=O)COC(=O)c2c(-c3ccccc3)noc2C)c(OC)c1,-7,4
O=C(COC(=O)C1CC(O)CN1S(=O)(=O)c1ccccc1[N+](=O)[O-])c1ccc[nH]1 (stereo not given),5,7
CCC(C)[C@H]1CNCCN1CC1(c2ccccc2)CC1 (stereo not given in full),7,3
COc1ccc(NC(=O)C(=O)NCC2CCCN2S(=O)(=O)c2cc(C)ccc2C)cc1 (stereo not given),3,11
Cc1cc(NC(=O)Cn2cnc3sccc3c2=O)no1,5,8
Cc1cccc(N(Cc2ccccc2)C(=O)c2cccc(S(=O)(=O)N3CC(C)OC(C)C3)c2)c1 (stereo not given),6,-1
Cc1ccc(C(=O)CN2C(=O)NC3(CCc4ccccc43)C2=O)s1 (stereo not given),0,2
COc1ccc(CCn2c(C)cc(C(=O)CN3C(=O)C(=O)N(Cc4ccco4)C3=O)c2C)cc1,5,-1
